Screening data: PubChem, several laboratories
GSH bead fluor = GSH bead compound fluorescence profile. fluorescence (KMESF) at 10 µM. AID 1776. actives 0.25% (n = 190,000). GSH beads flow cytometry, compound fluorescence 488/530 nm; hits give high values; in the data active = fluorescence above about 89;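 note: glutathione beads carrying GST-tagged Bcl family fusion proteins plus one bare bead set; values are compound well signal with DMSO vehicle wells as background; inactives centre near 16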
Pf gametocyte = kills late stage P. falciparum gametocytes; P. falciparum stage V gametocytes, ATP luminescence, 24 h; inhibition, % at 10.9 µM; actives 0.065% (n = 150,000);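 active = inhibition above the mean plus 3 SD of compounds within the control limits, set per campaign, cut at about 38% in these data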;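 note: 0% = DMSO wells and 100% = medium only without gametocytes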
Rac1 act GTP bind = alters GTP binding to activated mutant human Rac1 | GST-Rac1 activated beads, fluorescent GTP binding, flow cytometry; actives lie on both sides; 100% means binding = to untreated wells | percent activity (GTP binding), % at 10 µM | actives 0.11% (n = 190,000) | AID 764;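 active = GTP binding at least 20 percentage points away from the 100% baseline, in either direction, so actives lie on both sides; inconclusive = Compound likely fluorescent itself, or too few beads counted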
Rab7 wt modul = dog Rab7 wildtype GTP binding, inhibitors and activators; AID 758; GTP binding activity (percent of control), % at 10 µM; GST-Rab7 beads, fluorescent GTP binding, flow cytometry; actives lie on both sides; untreated = 100%, excess cold GTP = 0%; actives 0.055% (n = 190,000);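 active = fluorescent GTP binding to Rab7 beads changed by at least 20 points from the 100% baseline, either direction, mostly lower; inconclusive = compound itself probably fluorescent, or too few beads counted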;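 note: median green fluorescence of bound Bodipy-FL-GTP per Rab7 bead population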
Cdc42 wt = human Cdc42 wildtype GTP binding change, either direction. P60953. GST-Cdc42 beads, Bodipy-GTP binding, flow cytometry; actives lie on both sides. percent activity (GTP binding), % at 10 µM. actives 0.2% (n = 190,000);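 active = percent activity GTP binding at least 20 points away from the 100% baseline, either down as inhibitor or up as activator; inconclusive = compound flagged as likely green fluorescent from well-wide comparison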;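 note: median bead fluorescence of bound Bodipy-FL-GTP at 100 nM; 0% = excess unlabeled GTP control and 100% = no compound control; below 100% means less GTP binding so inhibitor and above means activator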
HRas wt GTP bind = changes GTP binding to wildtype human HRas; P01112; GST-Ras wt beads, Bodipy-FL-GTP binding, flow cytometry; actives lie on both sides; GTP binding activity, % at 10 µM; actives 0.14% (n = 190,000);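 active = GTP binding activity at least 20% away from the 100% baseline, either lowered as inhibitor or raised as activator; inconclusive = flagged as likely green fluorescent, judged across all proteins in the well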;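 note: 0% = unlabeled GTP competition control and 100% = no-compound control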
Rab2 wt GTP = changes GTP binding to wildtype dog Rab2A, up or down. P61105. GST-Rab2 wt beads, Bodipy-GTP binding, flow cytometry. GTP binding activity, % at 10 µM. actives 0.19% (n = 190,000). AID 760;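 active = GTP binding activity at least 20 points away from 100%, either lowered or raised; inconclusive = signal likely due to the compound's own green fluorescence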;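 note: 0% = beads with excess unlabeled GTP and 100% = no-compound control corrected for plate trend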
Avidin bead fluor = avidin bead compound fluorescence profile | fluorescence (KMESF) at 10 µM | actives 0.38% (n = 220,000) | Avidin beads, compound fluorescence 488/530 nm, flow cytometry; hits give high values; in the data active = fluorescence above about 47; note: inactives centre near 10
Rac1 wt GTP bind = modulators of human Rac1 wildtype GTP binding; actives 0.27% (n = 190,000); AID 757; GTP binding activity (% of control), % at 10 µM; GST-Rac1 beads, fluorescent GTP binding, flow cytometry; actives lie on both sides; 0 = cold GTP competed, 100 = untreated;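 active = GTP binding activity at least 20 points away from the 100% control level, either lower or higher; inconclusive = compound flagged as likely green fluorescent, judged across all proteins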
ABCB1 block = human ABCB1 inhibition, ABCG2 as counter-screen. CCRF-Adr cells, JC-1 efflux, flow cytometry. inhibition, % at 6.6 µM. actives 0.067% (n = 190,000). AID 1326; in the data active = inhibition above about 40%;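 note: 0% = vehicle and 100% = reference inhibitor; higher value means more JC-1 retained so stronger ABCB1 efflux block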
Target sequence (P08183 whole entry, looked up): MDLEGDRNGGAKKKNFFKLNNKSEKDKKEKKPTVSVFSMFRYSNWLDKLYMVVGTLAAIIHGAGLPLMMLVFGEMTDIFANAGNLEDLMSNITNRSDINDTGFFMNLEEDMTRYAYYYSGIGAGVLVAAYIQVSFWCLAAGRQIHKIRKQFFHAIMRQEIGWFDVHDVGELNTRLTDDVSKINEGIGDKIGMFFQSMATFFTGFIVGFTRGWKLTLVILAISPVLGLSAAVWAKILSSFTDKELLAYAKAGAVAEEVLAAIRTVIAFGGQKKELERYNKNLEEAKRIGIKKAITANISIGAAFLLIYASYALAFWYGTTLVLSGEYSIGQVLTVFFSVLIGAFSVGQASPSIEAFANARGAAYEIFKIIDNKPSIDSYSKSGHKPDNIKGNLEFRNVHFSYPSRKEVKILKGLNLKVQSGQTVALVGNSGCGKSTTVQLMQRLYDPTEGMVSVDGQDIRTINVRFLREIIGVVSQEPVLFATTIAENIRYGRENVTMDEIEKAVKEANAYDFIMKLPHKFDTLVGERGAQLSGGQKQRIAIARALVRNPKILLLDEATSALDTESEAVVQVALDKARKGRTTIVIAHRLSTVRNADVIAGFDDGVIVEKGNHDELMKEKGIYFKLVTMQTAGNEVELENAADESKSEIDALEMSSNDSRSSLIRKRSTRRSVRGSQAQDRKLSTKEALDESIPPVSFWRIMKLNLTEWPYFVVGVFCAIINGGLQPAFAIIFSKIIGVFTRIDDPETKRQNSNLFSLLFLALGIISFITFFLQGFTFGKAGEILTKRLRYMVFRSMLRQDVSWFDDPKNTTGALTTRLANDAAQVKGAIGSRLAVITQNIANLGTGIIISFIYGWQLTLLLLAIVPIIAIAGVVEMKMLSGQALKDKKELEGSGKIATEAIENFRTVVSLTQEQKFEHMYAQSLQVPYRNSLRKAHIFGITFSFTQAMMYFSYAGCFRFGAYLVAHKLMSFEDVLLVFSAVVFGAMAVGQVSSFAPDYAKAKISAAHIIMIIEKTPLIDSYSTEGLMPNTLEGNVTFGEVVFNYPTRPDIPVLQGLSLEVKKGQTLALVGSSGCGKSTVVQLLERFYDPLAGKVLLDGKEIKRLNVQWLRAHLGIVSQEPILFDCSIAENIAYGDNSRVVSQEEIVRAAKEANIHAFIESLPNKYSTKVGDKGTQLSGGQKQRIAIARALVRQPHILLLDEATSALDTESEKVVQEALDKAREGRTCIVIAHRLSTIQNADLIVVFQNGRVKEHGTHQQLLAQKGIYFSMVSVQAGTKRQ
ABCG2 inh = inhibitors of human ABCG2 transporter, ABCB1 counter-screen; actives 0.1% (n = 190,000); Q9UNQ0; IgMXP3 cells, JC-1 efflux, flow cytometry; inhibition, % at 6.6 µM;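 active = inhibition above 80%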;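 note: 0% = DMSO and 100% = nicardipine control wells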
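Measure – % inhibition of efflux relative to nicardipine and DMSO · Test system – ABCG2 IgMXP3 and barcoded ABCB1 CCRF-Adr cell mix · Control set – nicardipine as high control, DMSO as low control · Compound – one concentration, 6.6 µM final · Signal – flow cytometry of retained JC-1 fluorescence · Timing – 10 min exposure at 25 °C with rotation, no wash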
* = called active by the depositor.

For O=C(Nc1ccc(N2CCCC2)cc1)c1cccc(-c2cc3ccccc3oc2=O)c1 the results were GSH bead fluor 8, Pf gametocyte 25, Rac1 act GTP bind 99, Rab7 wt modul 100, Cdc42 wt 105, HRas wt GTP bind 101, Rab2 wt GTP 100, Avidin bead fluor 3, Rac1 wt GTP bind 105, ABCB1 block -1.2 and ABCG2 inh -15.
For Cc1nc([N+](=O)[O-])c(SCC(O)CCl)n1Cc1ccc(Cl)cc1 (stereo not drawn) the results were GSH bead fluor 17, Rac1 act GTP bind 97, Rab7 wt modul 97, Cdc42 wt 93, HRas wt GTP bind 95, Rab2 wt GTP 94, Avidin bead fluor 14, Rac1 wt GTP bind 102, ABCB1 block 0.4 and ABCG2 inh 1.
For COc1ccccc1NC(=S)N(CCCN(C)C)Cc1cc2cc3c(cc2[nH]c1=O)OCO3 the results were GSH bead fluor 18, Pf gametocyte 14, Rac1 act GTP bind 100, Rab7 wt modul 106, Cdc42 wt 99, HRas wt GTP bind 103, Rab2 wt GTP 101, Avidin bead fluor 9, Rac1 wt GTP bind 103, ABCB1 block 0.5 and ABCG2 inh 2.
`Cc1cc2ccccn2c1C(C[N+](=O)[O-])c1ccc(N(C)C)cc1` (stereo not drawn) gave GSH bead fluor 10, Pf gametocyte 6, Rac1 act GTP bind 97, Rab7 wt modul 101, Cdc42 wt 100, HRas wt GTP bind 101, Rab2 wt GTP 98, Avidin bead fluor 9, Rac1 wt GTP bind 102, ABCB1 block 4.1 and ABCG2 inh 0.
`Cc1cc(N)n(-c2ccc3ccccc3c2)n1` gave GSH bead fluor 14, Pf gametocyte 9, Rac1 act GTP bind 101, Rab7 wt modul 105, Cdc42 wt 104, HRas wt GTP bind 104, Rab2 wt GTP 103, Avidin bead fluor 32, Rac1 wt GTP bind 105, ABCB1 block 0.2 and ABCG2 inh 0.
For CCN1CCN(C(=O)CN(Cc2ccccc2)S(C)(=O)=O)CC1 the results were GSH bead fluor 14, Rac1 act GTP bind 95, Rab7 wt modul 97, Cdc42 wt 99, HRas wt GTP bind 99, Rab2 wt GTP 96, Avidin bead fluor 15, Rac1 wt GTP bind 93, ABCB1 block 0.0 and ABCG2 inh 0.
Screening COc1ccc(/C=C/c2nc3ccccc3n2C)cc1 returned GSH bead fluor 25, Rac1 act GTP bind inconclusive, Rab7 wt modul inconclusive, Cdc42 wt inconclusive, HRas wt GTP bind inconclusive, Rab2 wt GTP inconclusive, Avidin bead fluor 10, Rac1 wt GTP bind inconclusive, ABCB1 block 0.6 and ABCG2 inh 21.
For COc1ccc(-c2nc(SCC(=O)NC3CCCC3)c(-c3ccc(OC)cc3)[nH]2)cc1 the results were GSH bead fluor 17, Rac1 act GTP bind 99, Rab7 wt modul 95, Cdc42 wt 102, HRas wt GTP bind 99, Rab2 wt GTP 98, Avidin bead fluor 7, Rac1 wt GTP bind 104, ABCB1 block 1.7 and ABCG2 inh 24.
O=C(Nc1nc2ccc(F)cc2s1)C1=NN(c2ccccc2)C(=O)CC1 was read as GSH bead fluor 17, Pf gametocyte -4, Rac1 act GTP bind 98, Rab7 wt modul 101, Cdc42 wt 101, HRas wt GTP bind 101, Rab2 wt GTP 99, Avidin bead fluor 16, Rac1 wt GTP bind 103, ABCB1 block 0.6 and ABCG2 inh 8.
Screening Cc1ccc2nc(N(CCCN(C)C)C(=O)CN3C(=O)c4ccccc4C3=O)sc2c1 returned GSH bead fluor 25, Pf gametocyte -4, Rac1 act GTP bind 98, Rab7 wt modul 97, Cdc42 wt 96, HRas wt GTP bind 95, Rab2 wt GTP 100, Avidin bead fluor 10, Rac1 wt GTP bind 101, ABCB1 block 2.5 and ABCG2 inh 2.
For CCN1CCN(Cc2c(O)ccc3c(=O)c(-c4ccc(OC)c(OC)c4)c(C(F)(F)F)oc23)CC1 the results were GSH bead fluor 36, Pf gametocyte 16, Rac1 act GTP bind 96, Rab7 wt modul 103, Cdc42 wt 103, HRas wt GTP bind 100, Rab2 wt GTP 103, Avidin bead fluor 16, Rac1 wt GTP bind 106, ABCB1 block 1.3 and ABCG2 inh -2.
Screening CC(Cl)C(=O)Nc1ncc(C(F)(F)F)cc1Cl (stereo not drawn) returned GSH bead fluor 4, Rac1 act GTP bind 96, Rab7 wt modul 94, Cdc42 wt 98, HRas wt GTP bind 97, Rab2 wt GTP 95, Avidin bead fluor 9, Rac1 wt GTP bind 97, ABCB1 block 0.1 and ABCG2 inh 0.
Screening COc1cccc(NC(=O)CSc2nnc(-c3cccs3)n2C)c1 returned GSH bead fluor 37, Rac1 act GTP bind 97, Rab7 wt modul 100, Cdc42 wt 99, HRas wt GTP bind 101, Rab2 wt GTP 101, Avidin bead fluor 7, Rac1 wt GTP bind 102, ABCB1 block 0.0 and ABCG2 inh 17.
`COc1cc(NC(=O)C/C(C)=N/NC(=O)C(=O)NC2CCCCC2)c(OC)cc1Cl` gave GSH bead fluor 11, Pf gametocyte 11, Rac1 act GTP bind 93, Rab7 wt modul 92, Cdc42 wt 93, HRas wt GTP bind 94, Rab2 wt GTP 96, Avidin bead fluor 3, Rac1 wt GTP bind 94, ABCB1 block 1.5 and ABCG2 inh 2.
Oc1c(C(c2cccs2)N2CCOCC2)sc2ncnn12 (stereo not drawn) was read as GSH bead fluor 27, Rac1 act GTP bind 100, Rab7 wt modul 96, Cdc42 wt 99, HRas wt GTP bind 98, Rab2 wt GTP 98, Avidin bead fluor 8, Rac1 wt GTP bind 102, ABCB1 block 0.1 and ABCG2 inh 0.
For O=C(CSc1ncccn1)c1ccccc1Br the results were GSH bead fluor 19, Rac1 act GTP bind 103, Rab7 wt modul 101, Cdc42 wt 102, HRas wt GTP bind 101, Rab2 wt GTP 103, Avidin bead fluor 21, Rac1 wt GTP bind 102, ABCB1 block 0.4 and ABCG2 inh 3.
Screening COc1ccc(Cl)cc1C(=O)Nc1ccc(S(=O)(=O)N2CCCC2)cc1 returned GSH bead fluor 22, Rac1 act GTP bind 99, Rab7 wt modul 100, Cdc42 wt 102, HRas wt GTP bind 101, Rab2 wt GTP 100, Avidin bead fluor 27, Rac1 wt GTP bind 102, ABCB1 block 0.0 and ABCG2 inh 1.
Screening CCOC(=O)c1c(C)c(C)n(Cc2cccc(OC)c2OC)c1C returned GSH bead fluor 25, Pf gametocyte -39, Rac1 act GTP bind 98, Rab7 wt modul 91, Cdc42 wt 98, HRas wt GTP bind 95, Rab2 wt GTP 97, Avidin bead fluor 3, Rac1 wt GTP bind 95, ABCB1 block -0.2 and ABCG2 inh 2.
Clc1cccc(-c2cc3nc4c(c(NCc5ccco5)n3n2)CCCC4)c1 was read as GSH bead fluor 33, Rac1 act GTP bind 100, Rab7 wt modul 104, Cdc42 wt 100, HRas wt GTP bind 102, Rab2 wt GTP 102, Avidin bead fluor 15, Rac1 wt GTP bind 106, ABCB1 block -0.3 and ABCG2 inh 28.
Screening COC(=O)C1CSC(C(=O)OC)N1C(=O)CN1CCN(c2ccc(OC)cc2)CC1 (stereo not drawn) returned GSH bead fluor 10, Pf gametocyte -8, Rac1 act GTP bind 97, Rab7 wt modul 106, Cdc42 wt 96, HRas wt GTP bind 98, Rab2 wt GTP 98, Avidin bead fluor 12, Rac1 wt GTP bind 98, ABCB1 block 1.8 and ABCG2 inh 3.

Fetched by structure from the entries so far:
For Cc1nc([N+](=O)[O-])c(SCC(O)CCl)n1Cc1ccc(Cl)cc1 (stereo not drawn) the results were GSH bead fluor 17, Rac1 act GTP bind 97, Rab7 wt modul 97, Cdc42 wt 93, HRas wt GTP bind 95, Rab2 wt GTP 94, Avidin bead fluor 14, Rac1 wt GTP bind 102, ABCB1 block 0.4 and ABCG2 inh 1.
Screening COc1ccc(/C=C/c2nc3ccccc3n2C)cc1 returned GSH bead fluor 25, Rac1 act GTP bind inconclusive, Rab7 wt modul inconclusive, Cdc42 wt inconclusive, HRas wt GTP bind inconclusive, Rab2 wt GTP inconclusive, Avidin bead fluor 10, Rac1 wt GTP bind inconclusive, ABCB1 block 0.6 and ABCG2 inh 21.
Screening CC(Cl)C(=O)Nc1ncc(C(F)(F)F)cc1Cl (stereo not drawn) returned GSH bead fluor 4, Rac1 act GTP bind 96, Rab7 wt modul 94, Cdc42 wt 98, HRas wt GTP bind 97, Rab2 wt GTP 95, Avidin bead fluor 9, Rac1 wt GTP bind 97, ABCB1 block 0.1 and ABCG2 inh 0.

Later entries
Screening CCn1c(/C=N/n2cnnc2)nc2ccccc21 returned GSH bead fluor 21, Pf gametocyte 2, Rac1 act GTP bind 98, Rab7 wt modul 100, Cdc42 wt 106, HRas wt GTP bind 100, Rab2 wt GTP 101, Avidin bead fluor 35, Rac1 wt GTP bind 110, ABCB1 block 1.4 and ABCG2 inh 57.
`CCOC(=O)c1ccc(NC(=O)CCc2ccc(C)o2)cc1` gave GSH bead fluor 16, Rac1 act GTP bind 100, Rab7 wt modul 109, Cdc42 wt 107, HRas wt GTP bind 106, Rab2 wt GTP 105, Avidin bead fluor 9, Rac1 wt GTP bind 105, ABCB1 block 0.5 and ABCG2 inh 8.
`Cn1c(SCC(=O)c2ccc(F)cc2)nc2cccnc21` gave GSH bead fluor 57, Pf gametocyte -20, Rac1 act GTP bind 99, Rab7 wt modul 96, Cdc42 wt 98, HRas wt GTP bind 96, Rab2 wt GTP 100, Avidin bead fluor 22, Rac1 wt GTP bind 101, ABCB1 block 0.8 and ABCG2 inh 6.
For CCCC(C)C(=O)Nc1ccc(Cl)cc1Cl (stereo not drawn) the results were GSH bead fluor 4, Pf gametocyte 12, Rac1 act GTP bind 96, Rab7 wt modul 100, Cdc42 wt 102, HRas wt GTP bind 101, Rab2 wt GTP 100, Avidin bead fluor 16, Rac1 wt GTP bind 98, ABCB1 block 0.2 and ABCG2 inh 0.
Screening CCOC(=O)C1=C(C)NC(=O)CC1c1cc2c(cc1Br)OCO2 (stereo not drawn) returned GSH bead fluor 8, Rac1 act GTP bind 98, Rab7 wt modul 92, Cdc42 wt 99, HRas wt GTP bind 98, Rab2 wt GTP 97, Avidin bead fluor 11, Rac1 wt GTP bind 97, ABCB1 block 0.2 and ABCG2 inh 1.
Cc1ccc2cc(C(c3nnnn3C3CCCC3)N(Cc3cccnc3)Cc3ccco3)c(=O)[nH]c2c1 (stereo not drawn) was read as GSH bead fluor 32, Rac1 act GTP bind 97, Rab7 wt modul 94, Cdc42 wt 98, HRas wt GTP bind 98, Rab2 wt GTP 101, Avidin bead fluor 8, Rac1 wt GTP bind 103, ABCB1 block 6.8 and ABCG2 inh 13.
